# Dynein transport – inhibitors of GR-EGFP nuclear translocation, primary screen, dynein cargo transport inhibitor project, imaging, high-content, 3617.4 mouse cells. test concentration mostly 20 µM; stimulated with dexamethasone, 1 µM; active compounds read low. z-score, hits read low. 0.47% of 220,000 active;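 active means plate z-score of nuclear minus cytoplasmic receptor signal below a set negative limit, without overly bright fluorescence or cell loss, cut at about -3.5 in these data, passing the limit was not always enough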;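 further: z-score of nuclear minus cytoplasmic ring GR-EGFP intensity difference per well; some compounds called inactive have numbers as strong as hits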
#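 Also added: dexamethasone, 1.0 µM final. Medium: tet-free, stripped-serum medium. Detection: fixed, Hoechst-stained cells imaged at 10x for EGFP. Read-out: nuclear-to-cytoplasmic GR-EGFP distribution per well. Times: induction 48 h, compound 1 h, agonist 30 min.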
# WT yeast gro inh – growth inhibition of WT strain, primary screen, mitochondrial fusion inhibitor project, WT and mutant strains, chemical genetic | mitochondrial fusion phenotypic screen | inhibition, % at 10 µM | 2.1% of 190,000 active; in the data active means inhibition above about 58%; tested in S. cerevisiae
# P. falciparum M17LAP – P. falciparum M17LAP inhibitors, primary screen, biochemical, fluorogenic H-Leu-NHMec substrate, 1536-well (AID 1619); Leucine aminopeptidase (Plasmodium falciparum (isolate 3D7)); recombinant M17LAP, H-Leu-NHMec fluorogenic kinetic assay; higher % means a stronger effect; inhibition, % at 30 µM; hits with a dose series show IC50 in µM; 0.38% of 220,000 active;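 active means compound inhibiting the enzyme by more than half at any dose during confirmatory dose-response retesting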;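 further: plate controls were full reaction with DMSO carrier for no effect and no enzyme background for full effect; strong numbers were not always called active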
# T cell modulator – modulators of CD8 T cell-vesicle binding, primary screen, mouse 2C CD8+ T cells, flow cytometry; 2C CD8+ T cell-vesicle binding; active compounds read low; calls only at 7 µM; 0.068% of 330,000 active; AID 2052, 2009;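 active means response, share of CD8 T cells binding vesicles, and their 90th percentile fluorescence all below set limits, cut at about 80% in these data, passing the limit was not always enough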
#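 Benchmarks: naked versus QL9-loaded vesicles / Assay system: purified 2C TCR transgenic mouse naive CD8+ T cells / Technique: high-throughput flow cytometry with anti-B7-1 and anti-CD8 staining / Timing: Cell–vesicle co-incubation 1.5 h at 37 °C, staining 20 min on ice / Read-out: percent CD8+ FL2 mean versus row control / Probe or stimulus: QL9-loaded Drosophila micro-vesicles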
# Autophagy HCS – autophagy modulators in MEF cells, primary screen, imaging, high-content, MEF GFP-LC3 | MEF GFP-LC3 puncta imaging; test concentration mostly 10 µM | calls only at 10 µM (by protocol) | 0.98% of 190,000 active | AID 463193, 2010;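 active means percentage of spot-positive cells more than 3 SD above its plate mean, without a fluorescence outlier flag or 80% toxicity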;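 further: spot-positive cell cutoff set from DMSO-treated cells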
# P. falciparum M1AAP – P. falciparum M1AAP inhibitors, biochemical, fluorogenic H-Leu-NHMec substrate, 1536-well (AID 1445); one-dose inhibition, % at 30 µM; IC50 in µM for titrated hits; Aminopeptidase N (Plasmodium falciparum (isolate 3D7)); 0.42% of 220,000 active; recombinant M1AAP, H-Leu-NHMec fluorogenic kinetic assay; higher % means a stronger effect;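 active means primary inhibition above the hit cutoff, then over 50% inhibition at one or more dose response concentrations, cut at about 23% in these data, passing the limit was not always enough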;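 further: plate controls were DMSO full reaction for no effect and no enzyme background for full effect; strong numbers were not always called active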
# MT stabilize HCS – microtubule stabilizers in HeLa cells, primary screen, imaging, high-content imaging; HeLa tubulin immunostaining HCS, 24 h; share of cells brighter than vehicle mean+2SD; % tubulin-high responders, % at 10 µM; 0.83% of 200,000 active; AID 2205, 2009;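 active means plate Z-score above 3 for both tubulin-high and condensed-nucleus cell shares, with cell loss under 80%, at 10 µM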;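 further: anti alpha tubulin signal scored within the nucleus-defined area of each cell; some results filed as inactive read as strong as hits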
# bCat nuc transl – modulators of beta-catenin nuclear translocation, primary screen, imaging, HeLa cells, immunofluorescence, high-content | nuclear translocation activity, % at 5 µM | 0.3% of 190,000 active;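 active means nuclear translocation activity above 50% at 5 µM, with a well cell count of 50 or more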;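 further: per-cell ratio of nuclear to cytoplasmic median beta-catenin stain intensity; plate controls were DMSO negative control for no effect and GSK-3 inhibitor IX positive control for full effect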
#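 test system = HeLa cells, endogenous beta-catenin | dosing = single 5 µM dose plus 0.02–20 µM confirmation series | times = compound treatment 24 h, 37°C, 5% CO2 | technique = beta-catenin immunofluorescence imaging with DAPI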
# Yfh1-off respiration – enhancers of respiration in Yfh1-depleted yeast, dose response, Friedreich's ataxia, plus single-dose screen (AID 1465); one-dose fold induction at 50 µM; EC50 in µM for titrated hits; S. cerevisiae Yfh1-off respiration, WST-1 reduction, 72 h; higher fold induction means a stronger effect; 0.074% of 220,000 active;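 active means fold induction of absorbance versus untreated yeast above a set limit, then at least 30% activation at any dose in follow-up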;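 further: activators that raise dye reduction in frataxin-depleted yeast; strong numbers were not always called active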
# WT yeast gro inh mutant strain – further read-out of WT yeast gro inh, marked with its call; inhibition, %; mitochondrial fusion phenotypic screen, mutant strain inhibition
# Dynein transport cytoplasmic EGFP – second read-out of Dynein transport, no call of its own (marks repeat the call); z-score; measured here: cytoplasmic GR-EGFP intensity; active compounds read high
# Dynein transport nuclear GR-EGFP – recorded beside Dynein transport, whose call it bears; z-score; measured here: nuclear GR-EGFP intensity;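 lower value marks the stronger effect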
# Dynein transport cell count – further read-out of Dynein transport, marked with its call; z-score; measured here: cell count per field
# bCat nuc transl cell count 5 µM – also measured in bCat nuc transl; calls as there; cell count; measured here: cell count, cytotoxicity flag
# T cell modulator vesicle-bound % – further read-out of T cell modulator, marked with its call; double positive events, %; measured here: CD8+ vesicle-bound cell fraction;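 binding gate set so that unloaded-vesicle control wells show 10% double positive cells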
# MT stabilize HCS Hoechst-high % – also measured in MT stabilize HCS; calls as there; % Hoechst-high responders; measured here: nuclear condensation Hoechst responders;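 share of cells brighter than vehicle mean plus two SD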
# MT stabilize HCS cytotoxicity % – second read-out of MT stabilize HCS, no call of its own (marks repeat the call); toxicity, %; measured here: cytotoxicity by cell density;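 0% = mean cell density of plate MIN control wells and 100% = no cells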
# Autophagy HCS cell loss 18 h – second read-out of Autophagy HCS, no call of its own (marks repeat the call); toxicity, %; measured here: cell loss, nuclei count;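 cell loss after 18 h compound exposure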
# Active calls of the source: *; i = inactive; . = not tested or not shown. Hits appear at their usual frequency; overall some 4.4% were active at least once.
# A first look (7 entries):
SMILES,Dynein transport,Dynein transport cytoplasmic EGFP,Dynein transport nuclear GR-EGFP,Dynein transport cell count,WT yeast gro inh,WT yeast gro inh mutant strain,P. falciparum M17LAP,T cell modulator,T cell modulator vesicle-bound %,Autophagy HCS,Autophagy HCS cell loss 18 h,P. falciparum M1AAP,MT stabilize HCS,MT stabilize HCS Hoechst-high %,MT stabilize HCS cytotoxicity %,bCat nuc transl,bCat nuc transl cell count 5 µM,Yfh1-off respiration
CC(C(=O)OCc1nnc(-c2ccccc2)o1)N1C(=O)C2CCCCC2C1=O (stereo unspecified),0.49,-0.23,0.41,-0.48,11,-1,-5%,i,44,i,-8,-10%,3.9,2.0,1.7,-1.0,1150,i
Cc1cc(C)c(S(=O)(=O)c2ccccc2C)c(SCC(C)C)n1,-0.89,-0.2,-0.67,0.45,49,17,3%,i,24,i,16,-2%,2.5,1.8,6.8,-0.8,1109,i
COC(=O)CSc1nc(C)cc(Oc2ccccc2)n1,-0.69,-0.13,-0.23,-0.18,-4,3,-10%,i,37,i,5,11%,5.3,1.7,1.9,.,.,i
CCOC(=O)CN1C(=O)C(C)(C)Oc2ccc(C(=O)Nc3ccccc3)cc21,-0.17,-0.2,0.053,0.11,-2,-17,8%,i,36,i,-9,14%,2.8,1.7,6.6,-1.2,1188,i
CCN(C(=O)CCC(=O)N(CC)c1ccccc1)c1ccccc1,0.47,-0.17,0.36,-1.8,-3,-15,-2%,i,30,i,5,-1%,1.9,4.2,9.1,.,.,i
CC12CCC(C(=O)NCc3cccnc3)(OC1=O)C2(C)C (stereo unspecified),1.4,-0.26,0.69,-0.11,-1,-13,-8%,i,4,i,4,0%,4.1,2.2,8.0,.,.,i
Cc1ccc(C(=O)COC(=O)CNC(=O)CN2C(=O)c3ccccc3C2=O)cc1,0.34,-0.25,0.23,0.26,9,22,-4%,i,50,i,-10,-3%,3.3,2.1,2.7,.,.,i

# The whole of this part, previewed entries included:
SMILES,Dynein transport,Dynein transport cytoplasmic EGFP,Dynein transport nuclear GR-EGFP,Dynein transport cell count,WT yeast gro inh,WT yeast gro inh mutant strain,P. falciparum M17LAP,T cell modulator,T cell modulator vesicle-bound %,Autophagy HCS,Autophagy HCS cell loss 18 h,P. falciparum M1AAP,MT stabilize HCS,MT stabilize HCS Hoechst-high %,MT stabilize HCS cytotoxicity %,bCat nuc transl,bCat nuc transl cell count 5 µM,Yfh1-off respiration
CC(C(=O)OCc1nnc(-c2ccccc2)o1)N1C(=O)C2CCCCC2C1=O (stereo unspecified),0.49,-0.23,0.41,-0.48,11,-1,-5%,i,44,i,-8,-10%,3.9,2.0,1.7,-1.0,1150,i
Cc1cc(C)c(S(=O)(=O)c2ccccc2C)c(SCC(C)C)n1,-0.89,-0.2,-0.67,0.45,49,17,3%,i,24,i,16,-2%,2.5,1.8,6.8,-0.8,1109,i
COC(=O)CSc1nc(C)cc(Oc2ccccc2)n1,-0.69,-0.13,-0.23,-0.18,-4,3,-10%,i,37,i,5,11%,5.3,1.7,1.9,.,.,i
CCOC(=O)CN1C(=O)C(C)(C)Oc2ccc(C(=O)Nc3ccccc3)cc21,-0.17,-0.2,0.053,0.11,-2,-17,8%,i,36,i,-9,14%,2.8,1.7,6.6,-1.2,1188,i
CCN(C(=O)CCC(=O)N(CC)c1ccccc1)c1ccccc1,0.47,-0.17,0.36,-1.8,-3,-15,-2%,i,30,i,5,-1%,1.9,4.2,9.1,.,.,i
CC12CCC(C(=O)NCc3cccnc3)(OC1=O)C2(C)C (stereo unspecified),1.4,-0.26,0.69,-0.11,-1,-13,-8%,i,4,i,4,0%,4.1,2.2,8.0,.,.,i
Cc1ccc(C(=O)COC(=O)CNC(=O)CN2C(=O)c3ccccc3C2=O)cc1,0.34,-0.25,0.23,0.26,9,22,-4%,i,50,i,-10,-3%,3.3,2.1,2.7,.,.,i
Cc1nc2ccccn2c1C(=O)NNC(=S)Nc1ccc(Cl)cc1,-0.79,-0.26,0.23,0.45,0,-10,8%,i,52,i,7,-3%,2.7,1.8,5.6,.,.,i
O=C(NCc1ccc(Cl)cc1)c1ccc(Cn2cc(C(F)(F)F)ccc2=O)cc1,-0.15,-0.22,-0.38,0.11,10,-6,-3%,i,37,i,2,-1%,1.6,1.3,4.0,.,.,i
CCc1cccc(C)c1NC(=S)NCC(c1cccnc1)N(C)C (stereo unspecified),-0.66,-0.33,-0.24,0.46,11,10,-18%,i,57,i,1,2%,2.8,2.4,5.5,-2.2,1152,i
O=C(O)CSCC(=O)N1CCCCC1,0.17,-0.32,0.19,0.4,-17,-20,-5%,i,35,i,-6,-4%,3.2,1.7,6.1,-0.4,1090,i
CCOC(=O)C1=C(C)OC(N)=C(C#N)C1c1c(C)nn(-c2ccc(C)cc2)c1Cl (stereo unspecified),0.42,0.53,0.55,-0.52,13,-1,-1%,.,.,i,-7,-1%,2.1,1.0,5.8,.,.,.
CCCCCC(O)c1cccc(OCc2ccc3ccccc3n2)c1 (stereo unspecified),-0.15,-0.23,0.12,0.68,77*,12*,-8%,i,20,i,7,-5%,2.8,3.0,8.7,-2.0,617,i
CCOc1cccc2sc(N(CCN(CC)CC)C(=O)c3ccc(S(=O)(=O)N4CCCCC4)cc3)nc12,0.37,-0.32,0.6,-0.084,-6,-13,4%,i,62,i,7,-1%,2.6,3.3,4.1,-0.9,960,i
Cc1nc2c(cnn2-c2ccccc2)c(=O)n1/N=C/c1ccccc1,0.74,-0.19,0.69,-1,.,.,-2%,i,27,.,.,3%,.,.,.,-0.1,1277,i
COCCn1nnnc1C(c1cccs1)N1CCN(c2cccc(C(F)(F)F)c2)CC1 (stereo unspecified),3,-0.32,0.96,-0.35,4,-12,5%,i,51,i,-2,1%,2.9,0.8,4.6,-0.4,1175,i
CC(OC(=O)c1ccc2c(=O)n3c(nc2c1)CCCCC3)C(=O)Nc1ccc(F)cc1Cl (stereo unspecified),0.61,-0.35,-0.16,0.016,18,-22,-12%,i,43,i,9,4%,3.3,2.2,5.1,.,.,i
CCOc1ccc(CCNC(=O)CCc2nc(-c3ccc(C)cc3)no2)cc1OCC,-0.34,-0.24,-0.23,1.1,-9,8,7%,i,44,i,-3,3%,4.1,3.0,2.8,-5.7,829,i
Cc1cccc(NC(NC(=O)Cc2ccccc2)C(Cl)(Cl)Cl)c1 (stereo unspecified),-0.42,-0.27,-0.23,0.089,-10,-10,-8%,i,37,i,10,8%,2.4,2.6,6.7,1.0,1003,i
FC(F)(F)c1ccc2c(c1)[nH]c(=S)n2C1CC1,0.043,-0.27,0.13,0.18,18,2,-1%,i,42,i,5,-2%,5.4,1.0,11,1.1,999,i
Cc1ccc(C)c(SCC(=O)Nc2cccc(S(=O)(=O)NC3=NCCCCC3)c2)c1,-0.22,-0.32,-0.019,0.3,2,-11,13%,i,40,i,-15,7%,1.3,5.0,4.1,-2.0,956,i
O=c1[nH]c(N2CCOCC2)nc2ncn(Cc3ccccc3)c12,-0.53,-0.15,-0.5,-0.28,-10,4,-9%,i,40,i,-3,0%,2.9,2.5,5.1,0.2,1096,i
COc1cccc(NS(=O)(=O)c2c(C)cc(C)cc2C)c1,0.077,-0.3,0.092,-0.08,29,30,7%,i,59,i,-9,-4%,5.3,4.5,5.2,-0.2,1078,i
O=C1CCCC2=C1C(c1ccc(Cl)cc1)n1c(s/c(=C\c3ccc4ccncc4c3)c1=O)=N2 (stereo unspecified),0.69,0.2,0.61,-1,42,10,-16%,i,47,i,17,-6%,5.0,2.0,9.2,10,1089,i
CN1C(=O)CC(N2CCC(C(N)=O)CC2)C1=O (stereo unspecified),2.2,-0.24,1.1,-0.53,-9,9,-3%,i,18,i,-1,-5%,6.2,1.9,3.3,-5.7,536,i
COc1ccc(/C=C2/C(=N)N3C(=NC2=O)Sc2cc(S(C)(=O)=O)ccc23)cc1OC,-0.058,-0.17,0.066,0.057,.,.,6%,i,35,.,.,4%,.,.,.,0.8,1350,i
CC(=O)c1c(COC(=O)c2ccncc2)nc2ccccc2[n+]1[O-],-0.24,-0.34,-0.091,-0.27,-8,4,15%,i,18,i,3,-9%,2.2,1.6,8.4,-3.0,685,i
O=[N+]([O-])c1ccc(Oc2ccc(S(=O)(=O)N3CCCCC3)cc2)cc1,-0.23,0.37,0.21,0.72,15,28,2%,i,38,i,-3,4%,2.5,2.2,9.6,-1.1,971,i

# Compound activity (PubChem BioAssay)
